HTR5A ag = HTR5A agonism, opioid heterodimer counter-screen. P47898. 340,000 tested, 0.61% active. HTR5A agonist assay, luminescence, cell-based. activation, % at 9.3 µM; in the data active = activation mostly above about 9.5%, no sharp cut-off; inactive = mostly below about 7.6%;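 also: 0% = cells with vehicle only and 100% = reference agonist; strong numbers were not always called active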
Pemphigus Ab inh = human desmoglein-3 autoantibody binding inhibition. P32926. DSG3-coupled beads, scFv-anti-DSG3-GFP binding, flow cytometry; hits give low values. binding (percent of control), % at 10 µM. 310,000 tested, 0.48% active. AID 588358;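 active = binding more than 3 SD below its plate's average and above zero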;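 also: hits lower antibody fragment binding to DSG3; some compounds called inactive have numbers as strong as hits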
Ecoli viability = counter-screen for AddAB inhibitors: E. coli growth inhibition; 330,000 tested, 0.27% active; inhibition, % at 11.9 µM; E. coli V3065 growth, OD600 absorbance, 18 h; AID 449728;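 active = inhibition above the campaign's mean inhibition across all tested compounds plus 3 SD, cut at about 9.9% in these data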;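 also: uninfected addAB+ strain grown without phage in ampicillin broth; 0% = DMSO wells and 100% = ciprofloxacin 0.95 µg/ml wells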
SUMO Mot1 rescue = SUMOylation pathway inhibition by Mot1-301 growth rescue | S. cerevisiae Mot1-301 growth rescue, ATP luminescence, 38.5C; percent above DMSO median, 100 means doubled | growth rescue, % at 18.8 µM | 320,000 tested, 1% active | AID 2716;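 active = every valid replicate shows activation above 250% relative to neutral control wells; inactive = the rest, any valid replicate at or below 250%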;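 also: OY570 slx delta 5 strain wells were the positive control but not used for scaling; some compounds called inactive have numbers as strong as hits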
phage Ecoli inh = E. coli growth loss with phage present; inhibition, % at 11.9 µM; growth absorbance; AID 651602; 360,000 tested, 0.26% active; in the data active = inhibition above about 11%
MOR-DOR ag = OPRM1-OPRD1 heterodimerization agonism. activation, % at 9.3 µM. P35372+P41143. 340,000 tested, 0.3% active. cells, luminescence; in the data active = activation above about 18%;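 also: 0% = vehicle-treated cells and 100% = reference agonist; values of inactives mirror those of a sister screen read the other way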
Target sequence (P35372 whole entry, looked up): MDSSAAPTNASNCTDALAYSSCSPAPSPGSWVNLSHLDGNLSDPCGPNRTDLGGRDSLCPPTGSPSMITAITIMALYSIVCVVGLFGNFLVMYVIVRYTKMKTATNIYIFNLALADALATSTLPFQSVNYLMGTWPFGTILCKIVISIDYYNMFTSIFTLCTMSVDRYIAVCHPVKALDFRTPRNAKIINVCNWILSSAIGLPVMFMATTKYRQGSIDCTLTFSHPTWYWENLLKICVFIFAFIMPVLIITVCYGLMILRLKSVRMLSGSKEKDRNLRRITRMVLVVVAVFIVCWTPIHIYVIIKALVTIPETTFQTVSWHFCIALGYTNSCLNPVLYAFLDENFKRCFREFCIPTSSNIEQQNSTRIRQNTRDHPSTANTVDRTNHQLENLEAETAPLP
Target sequence (P41143 whole entry, looked up): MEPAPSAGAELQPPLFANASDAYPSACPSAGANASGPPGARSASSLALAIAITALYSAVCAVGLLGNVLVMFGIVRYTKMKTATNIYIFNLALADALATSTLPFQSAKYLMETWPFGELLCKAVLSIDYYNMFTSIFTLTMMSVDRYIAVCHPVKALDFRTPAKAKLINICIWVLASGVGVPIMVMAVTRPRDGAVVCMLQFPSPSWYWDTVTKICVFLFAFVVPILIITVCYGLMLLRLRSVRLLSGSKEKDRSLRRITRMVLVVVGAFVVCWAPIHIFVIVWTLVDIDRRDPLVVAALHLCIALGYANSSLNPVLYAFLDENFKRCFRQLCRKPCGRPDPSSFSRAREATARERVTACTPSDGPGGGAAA
PfHsp90 yeast 2 = reduces growth (ATP signal) of yeast expressing P. falciparum Hsp90 | S. cerevisiae expressing PfHsp90, BacTiter-Glo ATP, 48 h; yeast lacking PDR1 and PDR3 efflux regulators | inhibition, % at 9.4 µM | 310,000 tested, 0.32% active | AID 504621;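 active = every replicate shows inhibition above about 80%, whatever the replicate mean, limit read from the data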;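 also: 0% = DMSO neutral controls and 100% = 20 µM radicicol positive controls; yeast relying on Plasmodium falciparum Hsp90 in place of its own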
HTR5A inv ctr = inverse agonist of human HTR5A in OPRM1-OPRD1 counter-screen. HTR5A cell line, luminescence, inverse agonism. AID 504634. inhibition, % at 9.3 µM. 340,000 tested, 0.083% active; in the data active = inhibition mostly above about 23%, no sharp cut-off; inactive = mostly below about 18%;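 also: 0% = cells with DMSO and 100% = no-cell wells with DMSO; some compounds called inactive have numbers as strong as hits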
OPRM1-OPRD1 inv = mu-delta opioid heterodimer inverse agonism. P35372+P41143. cell-based MOR-DOR heterodimer luminescence. inhibition, % at 9.3 µM. 340,000 tested, 0.21% active; in the data active = inhibition above about 22%, passing the limit was not always enough;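 also: 0% = cells with DMSO and 100% = wells without cells with DMSO; values of inactives mirror those of a sister screen read the other way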
AddAB inh = less growth of phage-infected E. coli with AddAB | E. coli expressing H. pylori AddAB, absorbance growth | inhibition, % at 11.9 µM | 330,000 tested, 0.29% active; in the data active = inhibition above about 12%;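 also: 0% = vehicle wells of infected cells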
PKA-R1A activ = PKA-R1A complex activation; P00514+P68181; PKA-R1A dissociation, Cy5-IP20 fluorescence polarization; scaled: DMSO 0%, 113 µM cGMP 100%; activation, % at 11.4 µM; 340,000 tested, 0.083% active; AID 504707;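 active = percent activation above the mean of all tested compounds plus 3 SD, cut at about 19% in these data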;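 also: higher means more PKAc released from R1A so a rise in polarization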
* hit, by the source's call; . = no result given; + = active, no number.

SMILES	HTR5A ag	Pemphigus Ab inh	Ecoli viability	SUMO Mot1 rescue	phage Ecoli inh	MOR-DOR ag	PfHsp90 yeast 2	HTR5A inv ctr	OPRM1-OPRD1 inv	AddAB inh	PKA-R1A activ
O=C(CN(C(=O)c1ccc(Cl)cc1Cl)N1C(=O)C2C3C=CC(C3)C2C1=O)c1ccc(F)cc1 (stereo unspecified)	4	97	1.1	13	0.9	-1.1	-13	-1	6	0.8	-1
CN(C(=O)CN1C(=O)c2ccc([N+](=O)[O-])cc2C1=O)C1CCCCC1	3	93	-0.4	27	2.5	0.2	-3	-11	-1	-2.6	-10
O=C(COC(=O)CCc1ccccc1)NNC(=O)c1ccccc1	-1	100	0.6	2	1.8	0.1	0	3	-1	0.4	-6
CC12CCC(=O)N1C(C(=O)Nc1cc(Cl)ccc1N1CCCC1)CS2 (stereo unspecified)	-3	97	-0.5	0	-1.4	0.5	17	7	-2	1.2	7
COc1ccc2c(C(=O)CN3CCC(C)CC3)c[nH]c2c1	8	108	-0.7	-12	2.5	-1.5	-25	-22	6	-1.2	-6
O=C(NCc1ccco1)/C(=C\c1cccs1)NC(=O)c1ccco1	1	86	0.4	20	2.5	0.5	-7	-2	-3	1.7	-18
O=C(CCCC(=O)Nc1ccc(Br)cc1)N/N=C/c1ccccc1	5	108	4.0	0	3.6	-1.4	32	-7	5	1.5	1
O=C(CCn1c(=O)c2ccccc2n(Cc2ccccc2)c1=O)NC1CCN(Cc2ccccc2)CC1	-2	103	2.0	-5	1.1	1.3	10	-26	-7	2.3	-5
CCOC(=O)c1ccccc1NC(=O)[C@@H]1CCCN1C(=O)OC(C)(C)C	-1	96	0.8	15	2.1	-2.6	12	2	13	-1.6	-6
CC1(C)Cc2c(C#N)c(N)sc(=S)c2CS1	-7	108	1.4	4	0.2	-0.9	-18	17	4	1.9	2
CC12CC(c3ccccc3O1)N(C(=O)c1ccco1)C(=S)N2c1ccc(F)cc1 (stereo unspecified)	-1	104	0.4	0	2.9	0.2	23	-6	-1	0.3	2
Cc1cc(Cl)cc(Cl)c1OCCCCN(C)C	-3	97	-2.8	-2	2.5	-1.4	17	9	8	3.7	-6
CCOc1ccc(NC(=NCc2ccc3c(c2)OCO3)SC2CC(=O)N(c3ccccc3)C2=O)cc1 (stereo unspecified)	5	100	-1.8	18	2.9	2.7	.	9	-16	1.6	-2
CCCc1nn(C)c(C(=O)Nc2ccc(Cl)cc2)c1Cl	-3	103	-1.0	9	3.2	6.6	-10	12	-36	1.8	3
O=C(CCNC(=O)c1ccc([N+](=O)[O-])cc1)NNC(=O)c1ccncc1	-1	90	1.1	2	-0.1	-1.1	-7	25	6	2.8	-1
NC(=S)Nc1ccc(C(F)(F)F)cc1Cl	-9	.	0.7	-1	2.2	-1.3	-7	24	6	1.6	-3
CC(C)c1cc(C(=O)NC2CCCCC2)no1	2	101	-2.3	5	3.5	-0.1	-55	-8	1	0.3	4
O=C(CCCN=C1NS(=O)(=O)c2ccccc21)OCC(=O)c1ccc(F)c(F)c1	2	102	1.3	8	3.5	0.1	-5	-7	-1	1.6	-12
CC(C)(C)c1cc(C(=S)N2CCN(CCO)CC2)cc(C(C)(C)C)c1O	0	100	1.5	31	2.2	0.6	.	-13	-3	0.3	5
NS(=O)(=O)c1ccc(NC(=S)NC(=O)C2CCCC2)cc1	-2	101	0.5	1	0.9	-1.9	5	-4	13	1.4	4
Cc1cccc(C)c1NC(=O)CN(C)C(=O)CCC(=O)N1CCOCC1	5	90	0.3	-2	3.0	0.1	.	-17	-1	0.4	-1
COc1ccc(CNC(=O)c2ccc(-c3ccccc3)cc2)cc1OC	3	76*	-0.9	-17	4.5	0.8	5	-9	-4	3.7	4
COc1ccc(-c2cc(C(F)(F)F)n3nc(C(=O)O)nc3n2)cc1	-1	102	-2.1	-16	-0.6	-1.4	-8	-22	7	-1.1	-8
COc1cc(C)c(Cl)cc1S(=O)(=O)N1CCSC1	-4	105	.	-10	-0.6	-1.6	-9	14	8	.	-2
Cc1ccc(NC(=O)C(C)Sc2nnc(C)n2C)cc1 (stereo unspecified)	-1	94	-1.1	-15	1.6	-1.1	-6	4	5	-0.9	5
COc1cc(C(=O)NC2CCCC(C)C2C)ccc1OCC(=O)N1CCOCC1 (stereo unspecified)	-3	.	1.1	-3	1.2	-3.3	-3	8	13	1.9	-1
COc1ccc(C)cc1NC(=O)Nc1ccccc1	-3	86	0.7	-2	-1.5	-0.3	-9	7	1	2.2	-13
COc1ccc(Cc2nnc(SCc3nc4ccccc4c(=O)[nH]3)n2C)cc1	2	103	0.1	-13	0.8	0.1	24	5	-1	-2.6	-3
Cc1ccccc1C(=O)c1cccn1CC(=O)NCc1ccccc1	-2	98	0.6	-1	3.0	-1.2	8	6	6	3.9	3
CN(CCO)c1nc(NCc2ccccc2)c2cnn(C)c2n1	1	103	1.8	4	1.3	-0.9	10	4	5	0.6	-2
CCCCOc1ccc(-c2cn3ccccc3n2)cc1[N+](=O)[O-]	5	85	-1.1	-15	3.7	0.8	-1	-12	-5	-0.2	-1
COc1ccc(S(=O)(=O)NCCOc2ccccc2)cc1C	6	97	-1.5	8	2.9	1.3	-16	-28	-6	0.5	-3
COc1ccc(-c2nn(-c3ccccc3)cc2/C=C/C(=O)OCC(=O)Nc2ccc(C#N)cc2)cc1	-2	110	-3.1	5	.	1.6	-13	-10	-9	-2.0	-4
Cc1ccc(-c2cc(C(=O)N/N=C/C=C/c3ccco3)c3ccccc3n2)cc1C	3	.	-2.0	-6	-0.2	2.6	-7	-2	-13	0.3	7
O=C(Nc1ccccc1)c1ccc(C(=O)Nc2ccccc2)nc1	-4	23*	-3.3	-3	2.4	-1.9	-6	11	11	0.9	0
Nc1ncnc2nc(SCC(=O)N3CCN(c4ccccc4)CC3)[nH]c12	0	98	-0.2	+	2.6	-1.6	1	-3	9	1.1	-5
COc1ccc(C2(c3ccc(OC)cc3)NC(=O)N(CC(=O)NC3(C#N)CCCC3)C2=O)cc1	4	.	-1.4	-7	0.0	-4.8	3	2	18	2.6	-2
CN(CC(=O)Nc1ccccc1Cl)C(=O)COC(=O)c1ccc(-c2ccc(O)cc2)cc1	-2	106	1.1	-2	1.5	4.4	7	5	-18	3.2	-2
O=C(c1ccc([N+](=O)[O-])cc1)N1CCN(C(=O)C2CCCCC2)CC1	2	96	1.6	0	1.6	-2.7	15	16	14	4.4	-10
COc1ccccc1NC(=O)Nc1nnc(CC(=O)Nc2cccc(C)c2)s1	3	101	-0.5	-9	-0.8	-1.7	-17	-10	9	0.7	-6
NS(=O)(=O)c1ccc(NC(=S)Nc2nn(Cc3ccc(Cl)cc3Cl)cc2Cl)cc1	-4	.	2.9	2	-0.8	-4.0	-16	13	21	4.4	-4
Cc1c(Nc2ccc(C=O)cc2)c(=O)n(-c2ccccc2)n1C	7	100	-1.8	16	2.1	-2.7	13	-19	14	-0.2	3
CCC1(C)Cc2ccccc2-c2nc(SC)[nH]c(=O)c21 (stereo unspecified)	1	93	-1.7	2	1.0	1.4	-29	-3	-7	0.0	-4
Cc1ccc(N2C(=O)C(Cc3ccc(O)cc3)NC2=S)cc1C (stereo unspecified)	1	82	0.2	.	2.8	-4.6	19	21	23	3.1	-1
Cn1c(NNC(=O)C2CCCCC2)cc(=O)n(C)c1=O	0	.	-0.1	10	0.5	-3.9	6	-7	18	2.7	-5
CN(C)C(=O)c1cc(C(=O)c2ccc(C(F)(F)F)cc2)c[nH]1	-1	93	0.2	-4	2.2	-3.2	4	4	17	2.3	-1
Cc1ccc(S(=O)(=O)N2CCN(CC(=O)N(CC(C)C)c3c(N)n(CC(C)C)c(=O)[nH]c3=O)CC2)c(C)c1	-1	103	-1.1	-13	4.5	0.5	-17	3	-2	2.7	8
CCOc1ccc(/C=N/NC(=O)Cc2csc(Nc3cccc(C(F)(F)F)c3)n2)cc1	16	102	3.3	.	1.9	7.8	-28	-39	-38	4.2	-11
COc1ccc(CCCC(=O)NCCc2ccccc2)c(C)c1	0	104	.	77	2.7	-0.2	9	0	1	.	-3
C=CC[n+]1c(-c2ccc(OC)c(OC)c2)csc1NNC(=O)Nc1ccccc1	7	103	-1.2	9	1.8	4.3	4	-16	-26	-0.6	-7
Cc1cccc(Nc2nnc(SCC(=O)Nc3ccccc3[N+](=O)[O-])s2)c1	0	94	1.8	-21	3.2	3.0	-12	-7	-20	1.5	-1
O=C1CSC(c2ccccc2)N1CCc1ccccc1 (stereo unspecified)	0	114	0.4	-18	-3.3	-1.6	-21	11	8	-1.5	-9
Cc1ccc(N(CC(=O)Nc2cc(C)cc(C)c2)S(=O)(=O)c2c(C)noc2C)cc1	-2	98	1.5	0	2.0	12	5	7	-62	0.9	-10
O=C(CN1CCCC1)NC(=O)NC1CCCC1	-2	109	1.2	2	3.8	-1.1	14	8	6	-1.2	11
O=C(O)c1ccc(NC(=O)c2cn(-c3ccccc3)nc2-c2cccc(Cl)c2)cc1	0	119	-0.4	-21	1.6	-0.2	-2	0	1	-0.7	-5
O=C(Nc1ccc(O)c2c(=O)cc(-c3ccccc3Cl)oc12)c1ccccc1Cl	2	96	0.3	0	1.8	-2.6	-2	-6	15	2.7	0
CCCCn1c(N)c(N(CCC(C)C)C(=O)c2cccc(-n3cnnn3)c2)c(=O)[nH]c1=O	-5	.	-3.4	-7	0.4	-0.2	-27	13	1	-3.8	-1
CCOC(=O)C1CCN(C(=O)Cc2cccc3ccccc23)CC1	-3	108	1.5	11	0.2	-0.9	-6	6	5	3.5	7
Cc1ccc(SCC(=O)Nc2ccc3c(c2)C(=O)NC3=O)cc1	.	.	0.6	-6	3.7	.	20	.	.	1.6	.
Cc1ccc(C(=O)NC2CCN(CC(=O)Nc3ccccc3Cl)CC2)cc1	2	101	-0.6	-6	3.8	-1.6	19	-7	8	2.7	-5

More structures follow:
SMILES	HTR5A ag	Pemphigus Ab inh	Ecoli viability	SUMO Mot1 rescue	phage Ecoli inh	MOR-DOR ag	PfHsp90 yeast 2	HTR5A inv ctr	OPRM1-OPRD1 inv	AddAB inh	PKA-R1A activ
CC1CN(C(=O)c2ccc(NS(=O)(=O)c3cccc(Cl)c3)cc2)CC(C)O1 (stereo unspecified)	1	.	.	.	1.5	-3.1	7	-2	16	.	-9
COc1cccc(NC(=O)CCc2nc(-c3cccs3)no2)c1	-4	111	-1.8	4	.	-2.3	16	13	12	0.0	-3
CC1(c2ccc3c(c2)OCCCO3)NC(=O)N(CC(=O)Nc2cccc(C#N)c2)C1=O (stereo unspecified)	0	91	0.3	-5	0.8	-2.6	9	5	10	0.0	1
O=C(NCc1ccc(C(F)(F)F)cc1)C1CC(c2ccc(C(F)(F)F)cc2)=NO1 (stereo unspecified)	2	99	1.7	3	3.3	-1.9	.	-13	10	2.2	-5
CCCCC(=O)N=c1sc2cc([N+](=O)[O-])ccc2n1C	2	106	-2.1	.	1.0	5.8	-23	-6	-29	-1.0	2
